Screens: PubChem BioAssay, several laboratories
DAGLB inh – blocks human DAGLB lipase activity | Q8NCG7 | HEK293T DAGLB membrane lysate, EnzChek fluorogenic substrate | AID 504411 | inhibition, % at 5.17 µM | 340,000 tested, 0.059% active; in the data active = inhibition above about 34%;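 note: 0% = enzyme with vehicle and 100% = wells lacking enzyme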
C-LANA FP – KSHV C-LANA DNA binding inhibition | MBP-C-LANA/FAM-LBS DNA binding, fluorescence polarization | inhibition, % at 9 µM | 340,000 tested, 0.078% active;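 active = highest replicate inhibition at or above 60% at 9 µM, even if other replicates fall short; inactive = all replicates below 60% inhibition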;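 note: 0% = neutral control wells and 100% = 4 µM acridine orange control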
RTF Ca sens inh – cardiac RTF calcium desensitization | P19429+P45379 | IANBD-labeled cardiac RTF, Ca2+ fluorescence | inhibition, % at 7.15 µM | 340,000 tested, 0.12% active;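 active = inhibition above the mean inhibition of all tested compounds plus 3 SD, cut at about 17% in these data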;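 note: assay run at fixed EC70 calcium of 1.6 mM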
Keap1-Nrf2 PPI – disrupts human Keap1 binding to Nrf2 peptide; Q14145; Keap1 Kelch-Nrf2 peptide fluorescence polarization, 1536-well; AID 504523; 340,000 tested, 0.15% active; inhibition, % at 9.4 µM; in the data active = inhibition above about 12%; inconclusive = no clear call, values can overlap the other calls; inactive = below about 7.3%;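 note: human Keap1 Kelch domain with fluorescein labeled Nrf2 9mer peptide probe; 0% = neutral control wells and 100% = peptide positive control; higher means more block of Keap1 binding to Nrf2 peptide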
Target sequence (Q14145 whole entry, looked up, the tested form may be a part): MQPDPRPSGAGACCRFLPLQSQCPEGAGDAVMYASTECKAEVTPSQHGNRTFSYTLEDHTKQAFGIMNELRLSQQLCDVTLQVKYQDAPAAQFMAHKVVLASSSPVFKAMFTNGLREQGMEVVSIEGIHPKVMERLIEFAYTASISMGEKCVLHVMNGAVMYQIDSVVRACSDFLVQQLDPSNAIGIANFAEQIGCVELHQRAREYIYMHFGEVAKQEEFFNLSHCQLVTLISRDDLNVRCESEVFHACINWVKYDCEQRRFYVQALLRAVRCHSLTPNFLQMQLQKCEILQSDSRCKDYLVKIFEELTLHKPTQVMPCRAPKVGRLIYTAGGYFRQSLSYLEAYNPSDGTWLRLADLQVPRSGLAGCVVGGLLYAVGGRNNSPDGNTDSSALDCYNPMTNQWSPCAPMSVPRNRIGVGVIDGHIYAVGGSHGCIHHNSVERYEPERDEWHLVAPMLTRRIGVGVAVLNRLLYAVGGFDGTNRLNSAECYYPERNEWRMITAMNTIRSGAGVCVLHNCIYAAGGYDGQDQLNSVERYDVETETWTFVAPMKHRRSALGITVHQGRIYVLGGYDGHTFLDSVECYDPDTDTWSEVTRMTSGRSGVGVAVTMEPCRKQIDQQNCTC
SR-BI HDL uptake – mouse SR-BI HDL lipid transfer inhibition; ldlA[mSR-BI] CHO cells, DiI-HDL uptake fluorescence, 3 h; inhibition, % at 12.5 µM; 320,000 tested, 0.96% active; AID 488896;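 active = mean replicate inhibition of at least 70% and a set share of replicates each scoring 70 or more; inconclusive = meets just one of the two criteria; inactive = fails both criteria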;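 note: 0% = median of neutral control wells and 100% = median of positive control wells; values of inactives mirror those of a sister screen read the other way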
Target sequence (Q61009 whole entry, looked up): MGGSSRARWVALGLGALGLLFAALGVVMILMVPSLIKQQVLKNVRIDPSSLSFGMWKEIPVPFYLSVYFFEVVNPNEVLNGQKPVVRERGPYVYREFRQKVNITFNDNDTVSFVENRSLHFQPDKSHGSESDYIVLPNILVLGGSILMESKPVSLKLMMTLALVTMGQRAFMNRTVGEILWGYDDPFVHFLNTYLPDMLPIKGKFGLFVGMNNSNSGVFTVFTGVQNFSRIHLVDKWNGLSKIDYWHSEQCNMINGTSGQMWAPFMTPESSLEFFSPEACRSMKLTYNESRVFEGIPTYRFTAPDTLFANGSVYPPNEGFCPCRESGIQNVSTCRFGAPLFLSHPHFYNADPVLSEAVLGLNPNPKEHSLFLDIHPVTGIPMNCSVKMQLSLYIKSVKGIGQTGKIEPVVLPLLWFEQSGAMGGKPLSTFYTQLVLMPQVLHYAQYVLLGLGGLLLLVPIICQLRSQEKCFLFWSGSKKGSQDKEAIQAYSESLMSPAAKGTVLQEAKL
SR-BI DiI-HDL act – enhances SR-BI lipid uptake from DiI-HDL; CHO ldlA[mSR-BI] cells, DiI-HDL uptake fluorescence, 3 h; 100 = double the neutral-control signal; activation, % at 12.5 µM; 320,000 tested, 0.096% active; AID 504775;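 active = mean replicate activation of at least 60% and every replicate at or above 60%; inconclusive = mean or all-replicate condition met, but not both; inactive = mean below 60% and not all replicates reaching 60%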;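 note: 0% = median plate neutral-control signal and 100% = twice that signal; values of inactives mirror those of a sister screen read the other way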
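material = CHO ldlA[mSR-BI] cells | medium = Ham's F12 with 0.5% BSA, HEPES 25 mM, pH 7.4 | reagent = fluorescent DiI-HDL, 10 µg/mL final | compound dosing = single-point compound dose | incubation = 3 h, 37 °C | measured by = bottom-read fluorescence, 550/595 nm | measure = HDL uptake via cellular fluorescence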
Arr AP2 block – blocks beta-arrestin peptide binding to AP2 adaptin; FITC-arrestin peptide / GST-AP2 beads, flow cytometry; AP2 beta2 appendage carries R879A mutation; inhibition, % at 10 µM; 340,000 tested, 0.31% active; AID 504490;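 active = inhibition above a set limit, near 3 SD of compounds lacking own fluorescence, cut at about 54% in these data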;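 note: plate controls were DMSO wells for no effect and 5 µM unlabelled arrestin peptide for full effect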
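System: GST-AP2 R879A glutathione beads; medium: PBS, Tween 20 0.05%, BSA 0.1%; reagent: fluorescein-tagged arrestin peptide at 50 nM final; schedule: pre-incubation 12 min, peptide binding 1 h, room temperature; detection: flow cytometry, FL1 (488/535 nm); read-out: inhibition as reduced fluorescein signal on beads, percent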
PKA-R2B activ – PKA-R2B complex activation | 340,000 tested, 0.079% active | P22694+P31323 | activation, % at 11.4 µM | AID 504700 | PKA-R2B holoenzyme dissociation, Cy5-IP20 fluorescence polarization; R2B truncated from residue 108, S112A mutant; 0% DMSO only, 100% 113 µM cGMP;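 active = activation above a cutoff set at the mean over all compounds plus 3 SD, cut at about 18% in these data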;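 note: higher means more holoenzyme dissociation and a rise in polarization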
NSD2 HMT inh – inhibitors of human histone methyltransferase NSD2; O96028; NSD2 peptide methylation, AlphaScreen, 120 min; inhibition, % at 12.5 µM; 310,000 tested, 0.54% active; in the data active = inhibition above about 50%
PvdQ acylase – P. aeruginosa PvdQ acylase inhibition; purified PvdQ acylase, fluorescence plate reader; inhibition, % at 10 µM; 340,000 tested, 0.063% active; AID 488965; in the data active = inhibition above about 30%, passing the limit was not always enough; inconclusive = no clear call, values can overlap the other calls;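 note: 0% = vehicle neutral wells and 100% = reference inhibitor wells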
Numbers without * were called inactive; ? = inconclusive; / = no result given.

SMILES	DAGLB inh	C-LANA FP	RTF Ca sens inh	Keap1-Nrf2 PPI	SR-BI HDL uptake	SR-BI DiI-HDL act	Arr AP2 block	PKA-R2B activ	NSD2 HMT inh	PvdQ acylase
COc1ccccc1N(CC(=O)Nc1ccc(Br)cc1F)S(=O)(=O)c1cccs1	-5	2.2	-3	1	33	-33	-4	8	0	-7
CC(C)N(C(=O)[C@H]1C[C@H](CC(=O)NCCc2ccccn2)C(=O)N2CCc3c([nH]c4cc(-c5ccco5)ccc34)[C@]12C)C(C)C	2	0.8	-1	0	35	-35	-8	5	/	-8
CC(C)(C)NC(=O)NC(=O)COc1ccccn1	1	-1.3	-9	-3	-5	5	-3	0	-3	-7
Cc1cccc(Nc2nc(N)c([N+](=O)[O-])c(N3CCN(C)CC3)n2)c1	-2	-1.8	3	8	5	-5	17	4	12	12
COc1cc(OC)nc(-n2ncc(Br)c(Br)c2=O)n1	-8	0.3	-8	-1	-28	28	0	8	-1	-11
Cc1nn(-c2ccccc2)c(N)c1Sc1cccc([N+](=O)[O-])c1	2	-0.8	-2	2	-1	1	5	-4	4	-13
CCOC(=O)c1sc(=S)[nH]c1C	0	1.1	-10	0	-14	14	-10	-1	1	-13
Cc1ccc(S(=O)(=O)CCN2CCN(c3ccccn3)CC2)cc1	-3	0.7	-1	-1	2	-2	35	-4	-1	-1
CCc1nnc(NC(=O)CSc2nnnn2-c2cccc(C(C)=O)c2)s1	-2	-0.9	2	1	-7	7	39	9	0	5
CCn1c(SCC(=O)NCCOc2ccccc2)nc2ccccc2c1=O	1	0.8	-3	2	-9	9	-6	-18	35	-17
CN(CCOc1ccc(Br)cc1)CC(=O)Nc1cccc(S(=O)(=O)NC2=NCCC2)c1	0	0.2	-2	-11	/	/	5	4	-1	-17
COCC(C)n1c(SCC(=O)NNC(=O)c2ccccc2)nc2ccccc2c1=O (centres undefined)	1	3.9	-2	2	-5	5	10	4	/	-4
CCCc1c(C)c2ccc(OCC(C)=O)cc2oc1=O	-1	1.5	2	3	-1	1	3	-8	-1	-5
COC(=O)c1ccc(-n2nnnc2SCC(=O)N2CCCCC2)cc1	0	0.4	3	-3	14	-14	9	4	7	-3
COc1ccc(CCNC(=O)C/C(C)=N/NC(=O)Cc2cccc3ccccc23)cc1OC	-3	-2.1	-2	-4	-11	11	21	7	-3	-2
COc1ccc(-c2csc(N(CCCN(C)C)C(=O)c3ccc(C)cc3)n2)cc1	-3	-2.0	-6	-2	6	-6	-7	2	16	-21
C/C(=N\NC(=O)COc1ccc(C(C)(C)C)cc1)c1ccc2c(c1)OCCO2	-4	0.1	-8	0	-27	27	-9	2	-1	-16
O=C1C(=O)N(CCCO)C(c2ccccc2)/C1=C(\O)c1ccc(Br)cc1 (centres undefined)	-2	-0.8	3	0	4	-4	-3	5	7	-16
CCCn1c(SCC(=O)Nc2ccc(C)c(S(=O)(=O)N3CCOCC3)c2)n[nH]c1=O	-2	-0.8	8	-3	-14	14	5	-2	/	0
Cc1nn(-c2ccccc2)c(C)c1/C=N/NC(=O)CSc1nnc(-c2ccccc2)n1-c1ccc(Cl)cc1	2	0.8	-2	-1	42	-42	6	1	-2	3
CC(C)C[C@@H](CNCC(=O)[C@H](CC(=O)O)NC(=O)c1[nH]cnc1C(=O)N[C@H](CN)CC(C)C)NC(=O)c1nc[nH]c1C(=O)N[C@@H](C)C(=O)O	2	-1.2	-14	3	-19	19	44	0	/	-10
CCOC(=O)N1CCN(c2nc(-c3ccc(OC)cc3)no2)CC1	1	-1.3	-3	0	14	-14	5	8	-4	-5
CN(c1ccccc1C(=O)N1CCOCC1)S(C)(=O)=O	0	-0.5	-4	2	-11	11	29	4	1	17
O=C(COC(=O)c1cc([N+](=O)[O-])ccc1NCc1ccccc1)NCc1ccccc1Cl	1	2.9	-2	1	17	-17	-7	-13	0	-14
COCCCNC(=O)COc1ccc(Cl)c(C)c1	1	-0.2	2	-1	-1	1	-3	-18	56*	-16
Carrying on:
SMILES	DAGLB inh	C-LANA FP	RTF Ca sens inh	Keap1-Nrf2 PPI	SR-BI HDL uptake	SR-BI DiI-HDL act	Arr AP2 block	PKA-R2B activ	NSD2 HMT inh	PvdQ acylase
CCN(Cc1ccccc1)C(c1ccc(C(F)(F)F)cc1)c1nnnn1C(C)(C)C (centres undefined)	-3	1.9	-1	2	7	-7	0	1	-1	-7
CCC/C(O)=C1\C(=O)CCCC1=NCCc1c(C)[nH]c2ccc(OC)cc12	1	-0.8	-4	-1	2	-2	22	-2	2	-11
COCCNC(=O)C(=O)NNC(=O)c1ccccc1OC	0	0.0	-5	-2	-11	11	11	-3	-1	2
CCOc1ccc(N(CC(=O)Nc2cc(C)ccc2C)S(=O)(=O)c2c(C)[nH]c(=O)[nH]c2=O)cc1	4	-2.4	-21	2	/	/	15	2	/	0
CCOC(=O)c1[nH]c(C)c(C(=O)N(C)C)c1C	-7	-0.8	-7	-7	-9	9	4	0	0	-15
O=C(NCC(c1ccco1)N1CCc2ccccc2C1)c1cccc(Br)c1 (centres undefined)	-3	2.0	-9	1	21	-21	-10	-17	16	-17
O=[N+]([O-])c1ccc(C(O)CN=Cc2ccc(O)cc2O)cc1 (centres undefined)	2	-0.2	11	4	-17	17	-1	-4	2	-5
O=CN1CCN(C2CC(=O)N(c3ccc(Br)cc3)C2=O)CC1 (centres undefined)	-1	0.1	-7	1	-2	2	-1	-8	0	-16
COc1ccc(C)cc1S(=O)(=O)NNc1nc(C)cc(C)n1	0	1.7	1	-2	-3	3	34	0	0	2
CC[C@@H]1[C@H]2CCCC(=O)N3CC[C@@H](C[C@@H]1Nc1ccccc1)[C@@H]23	0	0.4	5	-3	-19	19	-1	1	/	-4
COc1ccc(N(C(=O)C2CCCCC2)C2C=CS(=O)(=O)C2)c(OC)c1 (centres undefined)	2	2.7	12	-4	-13	13	-3	0	0	-8
Cn1cccc1/C=C1\SC(=S)N(CC(=O)O)C1=O	0	-18	-24	-58	-34	34	15	-3	3	8
CCn1nc(C)c(CNC(=O)c2ccc(OC3CCN(Cc4ccccn4)CC3)cc2)c1C	1	0.4	-15	1	0	0	-14	4	-1	-11
CC[C@]12c3[nH]c4cc(CCC(=O)N(C)C)ccc4c3CCN1C(=O)[C@@H](CC(=O)NCCN1CCOCC1)C[C@@H]2C(=O)N1CCN(C(=O)c2ccco2)CC1	-1	0.0	-1	-4	-61	?	-14	2	/	-1
O=C(Cc1ccc(Cl)cc1)c1ccccc1	-6	-0.4	-9	-5	2	-2	6	1	-1	7
CN(Cc1ccccc1)c1ccc(C(CC(N)=O)NC(=O)Cc2cccc3ccccc23)cc1[N+](=O)[O-] (centres undefined)	9	-0.5	-8	-4	-20	20	5	11	/	-13
CC(C)C(=O)Nc1ccc2c(c1)Cc1cc(NC(=O)C(C)C)ccc1-2	-3	1.0	-2	1	45	-45	-15	0	0	-7
COc1cc(/C=N/NC(=O)CCN2CCCCC2)ccc1O	-1	-0.9	-13	-2	14	-14	3	3	-1	-2
O=c1c2cc(N3CCOCC3)ccc2[nH]c(=S)n1Cc1ccc(Cl)cc1	3	-0.3	-5	-4	13	-13	4	-2	0	9
CCOC(=O)c1ccc(NC(=O)c2cn(-c3ccccc3)nc2-c2ccncc2)cc1	-3	-0.4	2	-5	22	-22	27	3	-7	3
Cc1ccc2oc(=O)cc(CN3CC(C)OC(C)C3)c2c1 (centres undefined)	0	-1.0	-7	1	-6	6	-2	-3	-4	-1
COc1ccc(N=Cc2cccc(C)c2O)cc1Cl	0	-0.2	0	-3	10	-10	10	3	-2	-15
COc1cccc(-n2cnnc2SCC(=O)NC2CC2)c1	-2	0.4	-13	-1	-11	11	-6	-5	4	-14
Cn1c(N2CCOCC2)nc2c1c(=O)n(Cc1ccc(Cl)c(Cl)c1)c(=O)n2C	0	0.9	-6	-1	-6	6	-3	2	2	-14
COc1cc(-c2[nH]ncc2CN2CCN(Cc3cccs3)CC2)cc(OC)c1OC	-1	-1.8	10	2	-5	5	14	-5	5	-4

Some values from the list.
O=[N+]([O-])c1ccc(C(O)CN=Cc2ccc(O)cc2O)cc1 (centres undefined) in C-LANA FP = -0.2
Cn1cccc1/C=C1\SC(=S)N(CC(=O)O)C1=O in DAGLB inh = 0
CC(C)C(=O)Nc1ccc2c(c1)Cc1cc(NC(=O)C(C)C)ccc1-2 in PvdQ acylase = -7

The list goes on:
SMILES	DAGLB inh	C-LANA FP	RTF Ca sens inh	Keap1-Nrf2 PPI	SR-BI HDL uptake	SR-BI DiI-HDL act	Arr AP2 block	PKA-R2B activ	NSD2 HMT inh	PvdQ acylase
COc1ccc(CNC(=O)C[C@H]2C(=O)N(c3ccccc3)C[C@@H]2Cc2ccccc2)cc1	-2	3.3	-13	-4	2	-2	20	3	/	-9
CC(C)C(=O)Nc1cccc(NC(=S)NC(=O)c2ccc3c(c2)OCO3)c1	-1	-0.4	-9	-4	31	-31	13	-7	0	-20
Cc1[nH]c2ccccc2c1/C=N/NC(=O)CCC(=O)Nc1ccccc1	0	2.7	-6	1	16	-16	-11	-8	1	21
COc1ccc(C)cc1S(=O)(=O)N(CC(=O)O)c1ccccc1	-1	-0.5	-6	1	-1	1	12	14	-2	-5
COc1ccc(NC(=O)COC(=O)c2ccc(N3CCCC3=O)cc2)cc1OC	0	0.2	0	-4	-5	5	-2	-10	-7	6
COCCn1c(SCC(=O)Nc2ccccc2OC)nc2ccccc21	-4	-1.0	-3	0	27	-27	0	-5	0	-2
Cc1ccc(C)c(N(CC(=O)Nc2cc(Cl)ccc2Oc2ccccc2)S(C)(=O)=O)c1	-7	1.9	-7	1	40	-40	8	0	0	-4
CN(C(=O)n1cnc2ccccc21)c1ccccc1	-1	1.2	-7	1	-15	15	3	5	-4	-9
CN(C)CCCN1C(=O)CSC1c1ccc([N+](=O)[O-])cc1 (centres undefined)	1	-1.4	15	0	0	0	14	2	-4	1
CC1(C)CC(=O)C(N=Nc2ccc3ncsc3c2)=C(O)C1	0	3.0	-10	-6	-9	9	1	-3	-1	-7
CN1/C(=C/C2CC(=O)NC2=O)C(C)(C)c2ccccc21 (centres undefined)	4	-1.6	-1	-4	-8	8	1	-2	6	-5
CC1(C)CC(=O)C(N=Nc2ccc(F)cc2)=C(O)C1	0	-3.7	6	-5	4	-4	-30	3	26	0
COc1ccc(/C=C/C(=O)N(C(C)C)C(C)C)cc1Br	-2	0.0	0	-2	15	-15	-3	-1	-4	-10
CCN(CC)c1ccc(/C=N/N2CCN(Cc3ccc(C)cc3C)CC2)c(O)c1	-2	-2.2	-1	-5	39	-39	3	-7	2	-7
